Eya2 phos inh = qHTS Assay for Inhibitors of the Phosphatase Activity of Eya2; recombinant Eya2, OMFP fluorescence dephosphorylation (OMFP is methylfluorescein phosphate); Protein phosphatase EYA2 (Homo sapiens), O00167; Potency, µM (highest dose often 76.9 µM), for the others: top-dose activity, negative = inhibition, actives largely listed as inhibitors; 0.006% of 330,000 active; also: potency is read from the fitted curve at half-maximal effect; % is scaled to controls: 0 for no effect and ±100 for the full control effect
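Eya2 (0.2 uM) preincubated 10 min at ambient with compound, then OMFP substrate added at 50 uM; 10 min reaction in 50 mM HEPES pH 7.5, 50 mM NaCl, 5 uM MgCl2, 0.05% BSA, 1 mM DTT. Fluorescence read at Ex 485/Em 525 nm.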
Integrin act MD = qHTS for Activators of Integrin-Mediated Alleviation for Muscular Dystrophy. AID 624291, 2012. 0.064% of 350,000 active. Potency, µM (doses to about 38.3 µM), inactives show top-dose activation, most hits filed as activators. alpha7betagal myoblasts, beta-gal FDG fluorescence, 48 h;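 also: potency is read from the fitted curve at half-maximal effect; 100% = response of the positive control SU9516; nearly all actives have a fitted effect of over 60% in size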
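alpha7betagal+/- myoblasts (passage 13, 250/well) treated 48 h at 37C with compounds at 1:260 dilution of DMSO stock. Lysed, then beta-galactosidase activity read as FDG fluorescence (ex 480/em 540) after 30 min, with pre-read for autofluorescence.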
BRCA1 expr up = qHTS Assay to Identify Small Molecule Activators of BRCA1 Expression; Potency, µM (top dose mostly 46.1 µM), without a hit: at the highest dose activation, most hits filed as activators; AID 624202, 2012; 1.1% of 380,000 active; MCF7-BRCA1-FFLuc reporter, luminescence, 48 h; response scale: scaled: vehicle 0%, 10 µM genistein 100%; also: potency is read from the fitted curve at half-maximal effect; nearly all actives have a fitted effect of over 80% in size; some results filed as inactive show a strong effect at the top dose
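Compounds are tested at multiple concentrations on MCF7 BRCA1-luciferase reporter cells seeded at 2000 per well; after 48 h, a single luminescence end-point is taken and curves fitted to the normalized data.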
USP2a inh = qHTS Assay for Inhibitors of Ubiquitin-specific Protease USP2a Using CHOP2 as the Reporter; Potency, µM (highest dose often 38.3 µM), for inactives: at the highest dose activity change, negative = inhibition, hits mostly inhibitors; AID 463254, 2010; 0.01% of 330,000 active; Ubiquitin carboxyl-terminal hydrolase 2 (Homo sapiens), O75604; USP2 core, Ub-CHOP2 coupled fluorogenic reporter, 485/531;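 also: potency is read from the fitted curve at half-maximal effect; plate controls were DMSO wells for no effect and full inhibition by NEM control for full effect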
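Deubiquitinase activity read as fluorescence (485/531 nm) after Ub-CHOP2 cleavage activates the enterokinase reporter on its substrate; USP2 core 10nM, Ub-CHOP2 and substrate 25nM each, 30min compound preincubation then 60min RT; data normalized to NEM, curves fitted.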
ELG1 genotoxic = qHTS screen for small molecules that induce genotoxicity in human embryonic kidney (HEK293T) cells expressing luciferase-tagged ELG1; HEK293T ELG1-luciferase reporter, luminescence, 16 h; Potency, µM (series often up to 46 µM), inactives show at the top dose activity change, positive = activation, actives largely listed as activators; 1.3% of 330,000 active; also: potency is read from the fitted curve at half-maximal effect; % of control where 0% means no effect; nearly all actives have a fitted effect of over 60% in size
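ELG1-luciferase HEK293T cells, 2,000/well; compound pinned in; 16 hr, 37 °C, 5% CO2; ONE-Glo, 30 min RT; luminescence on CCD imager.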
B2AR arrestin = qHTS assay of beta-arrestin-biased ligands of beta2-adrenergic receptor; Beta-2 adrenergic receptor (Homo sapiens), P07550; beta-arrestin recruitment to beta2AR, cell-based reporter; Potency, µM (titrated, usually from 46.1 µM), inactives show at the top dose activation, usual class: activators; 0.02% of 330,000 active; AID 492947, 2010;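 also: potency is read from the fitted curve at half-maximal effect; 0% = DMSO controls and full agonism = EC100 isoproterenol or metaproterenol; nearly all actives have a fitted effect of over 65% in size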
TRPV1 agonist = HTS Assay for Compounds that Act as Agonists of the Vanilloid Receptor 1. Transient receptor potential cation channel subfamily V member 1 (Homo sapiens), Q8NER1. TRPV1-expressing cells, Fluo-8 calcium influx, agonist mode. activation, % at 8.33 µM. 0.19% of 320,000 active. AID 540275, 2011; in the data active = activation above about 80%; inconclusive = between about 30% and that limit; also: 0% is about no effect
Target sequence (Q8NER1 whole entry, looked up): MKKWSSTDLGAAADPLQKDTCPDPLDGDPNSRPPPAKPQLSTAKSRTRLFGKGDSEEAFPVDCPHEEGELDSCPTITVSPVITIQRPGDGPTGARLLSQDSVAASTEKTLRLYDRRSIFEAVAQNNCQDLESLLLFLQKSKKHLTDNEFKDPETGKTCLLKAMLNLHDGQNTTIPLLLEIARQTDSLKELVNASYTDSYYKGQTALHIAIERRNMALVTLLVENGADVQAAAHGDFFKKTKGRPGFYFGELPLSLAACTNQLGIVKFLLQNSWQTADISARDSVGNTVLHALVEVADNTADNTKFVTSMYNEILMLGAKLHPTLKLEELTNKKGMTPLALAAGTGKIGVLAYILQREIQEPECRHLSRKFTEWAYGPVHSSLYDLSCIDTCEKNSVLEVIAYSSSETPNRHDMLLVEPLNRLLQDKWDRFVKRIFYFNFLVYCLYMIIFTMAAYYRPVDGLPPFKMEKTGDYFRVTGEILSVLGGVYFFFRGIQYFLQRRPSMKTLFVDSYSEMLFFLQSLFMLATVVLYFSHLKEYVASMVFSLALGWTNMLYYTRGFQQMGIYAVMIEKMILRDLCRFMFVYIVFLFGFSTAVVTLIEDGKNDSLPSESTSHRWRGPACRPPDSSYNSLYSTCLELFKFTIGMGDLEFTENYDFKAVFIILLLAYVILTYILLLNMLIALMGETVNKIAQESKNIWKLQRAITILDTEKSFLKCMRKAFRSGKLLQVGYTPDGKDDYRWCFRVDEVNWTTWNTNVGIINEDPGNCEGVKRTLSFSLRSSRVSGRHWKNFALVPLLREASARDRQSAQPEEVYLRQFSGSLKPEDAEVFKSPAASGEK
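TRPV1-expressing cells were cultured overnight at 35.5C and loaded with Fluo-8 calcium dye for 40 to 90 min at room temperature. After a 10 s baseline, compound was added and calcium influx was read kinetically for 3 min (ex 480/em 520 nm).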
TSG101-PTAP inh = qHTS Assay for Iinhibitors of HIV-1 Budding by Blocking the Interaction of PTAP/TSG101 | Tumor susceptibility gene 101 protein (Homo sapiens), Q99816 | Fluorescence polarization, FITC-PTAP peptide / Tsg101 binding | Potency, µM (titrated, usually from 115 µM), without a hit: at the highest dose activity change, negative = inhibition, most hits filed as inhibitors | 340,000 tested, under 10 active | AID 493005, 2010; active = well fitted inhibition curve with a large enough effect in the main read-out, with a control signal flat, not every such curve was filed as active; inconclusive = small, poorly fitted or top-dose-only effect, or effect the other way, or a change in a side signal; inactive = no such curve, though single readings can be large or run the other way; also: potency is read from the fitted curve at half-maximal effect; % of control where 0% means no effect
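FP read-out: FITC-PTAP peptide, 50 nM final, binding Tsg101 binding domain, 10 uM final; 20 min, r.t.; 10 mM HEPES pH 7.5, 0.15 M NaCl, 0.01% Tween 20, 3 mM EDTA, 0.1 mM TCEP.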
uPA generation = qHTS for Inhibitors of Cell Surface uPA Generation. cell surface uPA generation assay, qHTS. Potency, µM (series often up to 38.3 µM), inactives show at the top dose activity change, negative = inhibition, hits mostly inhibitors. 0.31% of 330,000 active. AID 540303, 2011; active = well fitted inhibition curve with a large enough effect; inconclusive = small, poorly fitted or top-dose-only effect; inactive = no such curve, though single readings can be large or run the other way; tested in mouse RAW 264.7 cells; also: potency is read from the fitted curve at half-maximal effect; % is scaled to controls: 0 for no effect and ±100 for the full control effect; nearly all actives have a fitted effect of over 55% in size
p53 reactivator = qHTS assay for re-activators of p53 using a Luc reporter. H1299 p53-A138V BP100-luciferase reporter, luminescence, 24 h. Potency, µM (titrated, usually from 92.2 µM), for the others: top-dose activity change, positive = activation, usual class: activators. 0.063% of 320,000 active. AID 504706, 2011; also: potency is read from the fitted curve at half-maximal effect; % of control where 0% means no effect; nearly all actives have a fitted effect of over 45% in size
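p53-null H1299 cells stably carrying temperature-sensitive p53-A138V and a BP100-luciferase reporter were pinned with compounds (4-point, 1:5 series) and held 24 hrs at 37 deg C. Luminescence was read 10 min after detection reagent.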
S-ASM inh = Inhibitors of Secretory Acid Sphingomyelinase (S-ASM): qHTS | AID 504937, 2011 | 0.006% of 340,000 active | placental ASM, HMU-PC fluorogenic substrate, 60 min | Sphingomyelin phosphodiesterase (Homo sapiens), P17405 | Potency, µM (top dose mostly 57.5 µM), inactives show top-dose activity change, negative = inhibition, most hits filed as inhibitors; also: potency is read from the fitted curve at half-maximal effect
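Fluorogenic HMU-PC substrate (9 uM final) is turned over by placental ASM in 60 min at 37 C after a 10 min compound preincubation. Reaction ended by alkaline stop (pH 10), with fluorescence read at 386/447 nm.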
The depositor's hits bear a star; ? = inconclusive; . = no result given; [ ] = dose if it differs, or a comment. Unless noted, calls follow the shape of the dose curve; as a rule, active = well fitted curve in the direction sought with a large enough effect; inconclusive = small, poorly fitted or top-dose-only effect, or another doubt; inactive = no such curve, though single readings can be large; an effect the other way counts as inactive or inconclusive. An excerpt; count on the stated rates, not on these rows.

SMILES | Eya2 phos inh | Integrin act MD | BRCA1 expr up | USP2a inh | ELG1 genotoxic | B2AR arrestin | TRPV1 agonist | TSG101-PTAP inh | uPA generation | p53 reactivator | S-ASM inh
C#CCN1C(=O)C2(C(C#N)=C(N)OC(C)=C2C(=O)OCc2ccccc2)c2ccccc21 (stereo unspecified) | 5% | -44% | -7% | -3% | -1% | -0.7% | ? | -5% | . | 2% | -2%
O=C(CCN1C(=O)COc2ccccc21)N1CCC2(CC1)OCCO2 | 5% | 10% | 24% | -2% | 1% | -0.2% | 0 | -6% | 2% | 13% | 2%
CCCC(=O)NC1=C(N2CC2)C(=O)C(NC(=O)CCC)=C(N2CC2)C1=O | . | -18% | -7% | . | . | . | . | -3% | -13% | . | -3%
CC1(C)COC(Nc2ccc(Cl)cc2)=N1 | -4% | 20% | 19% | 0% | -1% | 0.3% | -1 | 0% | 2% | 5% | -2%
CCOc1ccc(-n2c(O)c(C=NCCN3CCNCC3)c(=O)[nH]c2=O)cc1 | -3% | 18% | 18% | 3% | -3% | 0.3% | 0 | -1% | 4% | -3% | 8%
CCC(C)/C=C(C)/C=C/C1=CC2=C(Cl)C(=O)C(C)(OC(C)=O)C(=O)C2=CO1 (stereo unspecified) | -7% | -15% | 23% | 2% | 3% | -0.4% | -1 | -2% | -3% | -1% | 25%
CC=C(CC)C1(CCC)C(=O)NC(=S)NC1=O | . | 18% | -3% | . | . | . | . | -3% | 6% | . | 8%
O=C(c1cc(-c2ccccc2)on1)N1CCC2(CC1)OCCO2 | 3% | . | . | 7% | ? | 0.1% | 4 | . | . | -4% | .
CC(=O)NC(Cc1ccc(N(CCCl)CCCl)cc1)C(=O)O (stereo unspecified) | 9% | -12% | -14% | 0% | -4% | 0.1% | -4 | -9% | ? | -13% | 2%
c1ccc2c(c1)[nH]c1cnccc12 | 3% | . | 1% | -1% | 1% | -0.6% | -2 | 1% | 8% | 0% | 12%
Cc1cc(C(=O)OCC(=O)Nc2ccc(F)cc2)c(C)n1C1CC1 | -4% | -17% | -3% | -2% | 3% | -1.0% | 8 | -1% | 6% | 12% | -2%
CC(N)Cc1c[nH]c2cc3c(cc12)OCCO3 (stereo unspecified) | 11% | -12% | -17% | -1% | 1% | -0.2% | 2 | -1% | -4% | -12% | 7%
Oc1cc(Cl)ccc1Oc1ccc(Cl)cc1Cl | . | 0% | 7% | . | . | . | . | 0% | -6% | . | -4%
O=C(CN1CCN(CCO)CC1)Nc1ccc(Cl)cc1C(=O)c1ccccc1 | -11% | 1% | 1% | 0% | 1% | 0.6% | 1 | -1% | . | -7% | -1%
O=[N+]([O-])c1ccc(OP(=O)(O)Oc2ccc([N+](=O)[O-])cc2)cc1 | . | -34% | 11% | . | . | . | . | 0% | 5% | . | 0%
Cc1ccc(C2N(c3ccccn3)C(=O)C3CCCN32)o1 (stereo unspecified) | 17% | 17% | 16% | 1% | -2% | -0.1% | 2 | -8% | 1% | 2% | 8%
COc1ccc(OC)c(-n2c(O)c(C=Nc3c(C)n(C)n(-c4ccccc4)c3=O)c(=O)[nH]c2=O)c1 | -1% | -1% | -7% | 1% | 0% | -0.5% | 2 | 0% | -2% | 12% | -1%
COC(=O)C1=C(c2ccc(F)cc2OCc2ccccc2)C[C@@H]2CC[C@H]1N2C(=O)NCCN1CCOCC1 | 5% | 15% | -8% | 1% | -1% | 0.2% | -6 | -2% | -2% | 12% | -2%
COC(=O)C1=C(c2ccc(F)cc2OCc2ccccc2)C[C@@H]2CC[C@H]1N2C(=O)N1CCCCC1 | -16% | 20% | -11% | 0% | -6% | 0.4% | ? | 1% | 13% | 0% | -5%
COc1ccc(CN2C(=O)NC(=O)/C(=C/c3cc(OC)c(OC)c(OC)c3)C2=O)cc1 | 2% | 5% | -31% | 3% | 1% | -1.2% | 4 | -2% | 4% | -1% | -3%
O=C(Cc1ccc(Cl)cc1)NCCN1CCN(C(=O)Cc2ccc(Cl)cc2)CC1 | 19% | -15% | 4% | 1% | -10% | 2.8% | -3 | -2% | -1% | -4% | 0%
CCC1CN1P(=S)(N1CC1CC)N1CC1CC (stereo unspecified) | . | -11% | 1% | . | . | . | . | 0% | 3% | . | 0%
O=C1NC(=O)C(CCc2ccncc2)(CCc2ccncc2)C(=O)N1C1CCCCC1 | -1% | 2% | -6% | -2% | -3% | 0.1% | 0 | -1% | -5% | -1% | -9%
Ic1ccccc1CN[C@@H]1C2CCN(CC2)[C@@H]1C(c1ccccc1)c1ccccc1 | 0% | . | -49% | -8% | -39%[inhibitor] | -0.4% | -2 | -2% | -5% | -17% | ?
CCN(CC)S(=O)(=O)c1ccc(C(=O)NC2CN3CCC2CC3)cc1 (stereo unspecified) | 19% | 5% | -22% | -1% | -1% | 0.3% | -10 | -1% | -3% | -4% | 2%
CN1CC(C(=O)c2cccs2)C(c2ccc(Cl)cc2)C1 (stereo unspecified) | -8% | 0% | -29% | 4% | -4% | -0.8% | 5 | -7% | -2% | 1% | 8%
O=[N+]([O-])c1ccc(C2C3C(c4ccccc4)=NC4(CCCC4)N32)cc1 (stereo unspecified) | 4% | -6% | -33% | 1% | -5% | -2.4% | 13 | -1% | 1% | -2% | -7%
Cc1ccc2c(c1)c(=O)c1c3n2CCN(CC#N)C3CC1 (stereo unspecified) | -2% | 13% | 10% | -1% | -2% | 0.2% | 0 | -2% | -4% | 6% | 7%
N=c1c[n+](CC23CC4CC(CC(C4)C2)C3)[n-]o1 | -18% | 21% | -1% | 0% | -1% | -1.0% | 3 | -1% | -3% | -21% | 0%
COC(=O)CC1=C(C(=O)OC)C2(C(=O)Nc3c(C)cccc32)C(C#N)=C(N)O1 (stereo unspecified) | 7% | -37% | -23% | 1% | -2% | 0.3% | -4 | -6% | 0% | 10% | 2%
Oc1c(Br)cc(Br)cc1CN1CCN(Cc2ccccc2)CC1 | 12% | 5% | -55% | 0% | -2% | 0.3% | -2 | -10% | 0% | 4% | 4%
O=C(c1ccc(Cl)cc1)C1CCCN(Cc2ccon2)C1 (stereo unspecified) | 3% | -10% | -2% | 3% | 1% | 0.3% | 0 | -3% | -12% | -2% | 2%
Cc1nn(Cc2ccccc2)c(C)c1C(=O)OCC(=O)NCc1ccco1 | -2% | -11% | 3% | 2% | 1% | 0.6% | 4 | -3% | -3% | -1% | -1%
CN1CCc2nc3ccc(F)cc3c(C(N)=O)c2C1 | 14% | -3% | -9% | 2% | 1% | -0.4% | -1 | -6% | 6% | -2% | 0%
O=C(O)c1ccc(Cl)nc1 | 1% | -15% | -1% | 2% | 1% | -0.5% | 2 | 1% | -6% | 3% | 2%
Cc1cc2c(s1)NC(=O)CN=C2c1cccs1 | . | 19% | -41% | . | . | . | 3 | -3% | -1% | . | -2%
CC(C)c1ccc(NC(=O)N2C[C@H]3C[C@@H](C2)c2cccc(=O)n2C3)cc1 | 12% | 21% | 5% | -1% | 1% | -0.5% | 0 | -4% | 2% | 5% | -4%
C=Cn1c(P(=S)(N2CCOCC2)N2CCOCC2)cc2c1CCCC2 | 0% | 0% | -1% | 2% | -1% | -0.8% | 17 | 1% | 12% | 1% | ?
Cc1ccc(-c2nc3ccccc3c(=O)n2-c2cccc(C)n2)cc1 | 8% | 3% | 32% | 2% | -1% | 0.1% | -6 | 0% | -6% | 4% | -2%
c1ccc(CNCCc2ccc3c(c2)OCO3)nc1 | -8% | -42% | 12% | 5% | 0% | -0.4% | -2 | -2% | -7% | -1% | -1%
COc1ccccc1N1CCN(C2CCCN(C(=O)COc3ccccc3Cl)C2)CC1 (stereo unspecified) | 4% | 7% | -22% | -1% | -21% | -0.3% | 30 | 0% | 0% | . | 0%
CCOC(=O)C1(CCCc2ccccc2)CCN(C2CCCC2)CC1 | 5% | -59%[inhibitor] | -37% | 0% | -4% | -0.8% | -4 | 1% | -3% | -2% | 2%
